Casp6 inh: inhibitors of human caspase-6 | AID 686996 | inhibition, % at 12.5 µM | P55212 | 350,000 compounds, 0.53% hits | purified caspase-6, Z-VEID-R110 cleavage fluorescence;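 active = mean inhibition across replicates at least about 35%, with every replicate also reaching that limit, limit read from the data; inconclusive = only one of the two criteria met; inactive = neither criterion met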;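 also: 0% = median of neutral control wells and 100% = no fluorescence left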
Target sequence (P55212 24-179 limits assumed): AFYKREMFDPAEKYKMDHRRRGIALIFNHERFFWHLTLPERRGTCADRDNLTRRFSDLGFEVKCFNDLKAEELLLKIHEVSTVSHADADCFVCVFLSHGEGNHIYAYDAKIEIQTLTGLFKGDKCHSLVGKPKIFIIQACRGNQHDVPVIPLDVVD
Target sequence (P55212 194-293 limits assumed): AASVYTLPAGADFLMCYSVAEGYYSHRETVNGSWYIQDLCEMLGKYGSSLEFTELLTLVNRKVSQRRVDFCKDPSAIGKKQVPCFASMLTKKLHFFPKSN
PGC1a acetyl inh: modulators of PGC1a acetylation; inhibition, % at 15.6 µM; AID 651687; U2OS PGC1a acetylation, AlphaScreen anti-acetyl-lysine; with virally co-expressed GCN5 acetyltransferase; 350,000 compounds, 0.17% hits;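 active = every replicate shows inhibition of at least 40%; inconclusive = mean inhibition at least 40% but some replicate below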;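 also: 0% = neutral control wells and 100% = positive control wells; some results beyond the cut were filed as inactive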
Cneo AK release: Cryptococcus neoformans lysis via adenylate kinase release; C. neoformans lysis, adenylate kinase release luminescence, 4 h; normalised: neutral wells 0, clomiphene wells 100; lysis activity, % at 15 µM; 360,000 compounds, 0.2% hits;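 active = mean lysis activity across replicates of at least 80%, whatever share of replicates individually reach that level; inactive = mean lysis activity below 80%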
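Test system: log-phase Cryptococcus neoformans yeast cells. Input: 5 × 10^6 yeast cells/mL. Medium: fresh YPD growth medium. Doses: single dose. Incubation: static 4 h at 37 °C with compound, 1 h detection. Measured by: luminescent adenylate kinase detection reagent. Read-out: signal increase indicating cell lysis. Benchmarks: Clomiphene.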
EWS-Fli block: inhibitors of EWS/Fli oncoprotein transcriptional activity | A673 NR0B1-luciferase reporter, viability-normalised | inhibition, % at 12.6 µM | 350,000 compounds, 0.67% hits | AID 651661;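 active = mean inhibition of at least 50% after viability correction, with every replicate also passing that limit; inconclusive = mean reaches 50% but only one of two replicates passes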;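 also: firefly luciferase signal divided by Alamar Blue viability fluorescence both relative to DMSO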
miR122 inh: blocks miR-122 activity in Huh7 sensor cells; Huh7 miR-122 Renilla luciferase sensor, 48 h; neutral wells = 0, positive control = 100; activation (reporter increase), % at 12.5 µM; 340,000 compounds, 0.3% hits; AID 602342;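 active = mean replicate activation score at least 90 and every replicate individually at or above 90; inconclusive = only one of the two criteria met; inactive = neither criterion met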;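 also: higher luciferase means less miR-122 activity so hits act as miR-122 inhibitors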
LGR2 inh: inhibitors of bursicon-induced Drosophila LGR2 receptor cAMP signaling. 380,000 compounds, 0.35% hits. HEK293 LGR2, CRE-luciferase, bursicon-stimulated, 4 h. inhibition, % at 9.99 µM;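 active = drop in luminescence signal, shown as inhibition above about 50% in the replicate tests, limit read from the data, passing the limit was not always enough; inconclusive = probably only some replicates passing the limit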;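 also: agonist challenge used bursicon conditioned medium at about half maximal strength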
FN deposit inh: fibronectin deposition inhibition; AH1F fibroblasts, Alexa488-fibronectin deposition fluorescence, overnight; inhibition, % at 12.6 µM; 350,000 compounds, 0.086% hits; AID 743247;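 active = mean inhibition across replicates of 30% or more, regardless of how many single replicates reach that level; inconclusive = mean under 30% yet at least half of replicates reach 30%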;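 also: positive control wells lacked labelled fibronectin entirely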
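Material: AH1F fibroblast monolayer depositing Alexa488-labelled fibronectin into matrix | Input: 10000 AH1F cells/well | Medium: DMEM plus 2% serum, read in PBS | Reagent: Alexa488-fibronectin, 24 nM final in well | Compound dosing: One dose per compound, pinned | Schedule: 1 h adhesion, overnight exposure | Measured by: Fluorescence at 485 nm excitation, 525 nm emission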
PAX8 reporter: lowers PAX8-driven luciferase in RMG-I cells. AID 652154. inhibition, % at 12.6 µM. 360,000 compounds, 1.2% hits. RMG-I TPO-luciferase reporter, SteadyGlo, 24 h;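 active = mean replicate inhibition at least 60% with every replicate also reaching 60%; inconclusive = only one of the two criteria is met; inactive = mean below 60% and not all replicates reaching 60%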;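 also: luciferase light reporting Pax8 driven TPO promoter activity; plate controls were median of neutral control wells for no effect and mitoxantrone controls for full effect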
The depositor's hits bear a star; ? = inconclusive; / = no result given; & = joins results of further samples; ! = not active in a repeat; [ ] = dose if it differs, or a comment.

SMILES	Casp6 inh	PGC1a acetyl inh	Cneo AK release	EWS-Fli block	miR122 inh	LGR2 inh	FN deposit inh	PAX8 reporter
CN(C)C(=O)CCc1ccc2c3c([nH]c2c1)[C@]1(C)[C@@H](C(=O)N2CCCCC2)C[C@H](CC(=O)NCCc2ccccn2)C(=O)N1CC3	-25	/	0	0	/	6	4	3
COc1ccc(N(C(=O)Cn2nnc(-c3ccc(Cl)cc3)n2)C(C(=O)NCC2CCCO2)c2ccc(C)cc2)cc1 (configuration not stated)	/	-1	3	/	-18	/	2	4
COc1ccc(-c2ccnc(-c3ccncc3)n2)cc1	0	-6	1	27	9	/	22	-4
Cc1noc(C)c1S(=O)(=O)Nc1ccc2c(c1)C(=O)N([C@@H](C)CO)C[C@@H](C)[C@H](CN(C)S(C)(=O)=O)OCCCC[C@@H](C)O2	0	9	0	-4	10[16.7 µM]	-11	/	2
COc1ccccc1NS(=O)(=O)c1cc(NC(=O)c2cccnc2)ccc1N1CCCCC1	0	2	0	21	?	33	-9	48
COc1cccc(N/C(SC)=C(/C#N)C(N)=O)c1	/	-6	-2	/	8	/	10	/
Cc1cc(C(=O)O)ccc1NCc1ccncc1	-4	/	-2	-8	/	-7	3	-4
CC(=O)Nc1ccc(CN2CCCC(CCC(=O)NCc3ccccc3F)C2)cc1 (configuration not stated)	-6	/	0	-1	/	-1	-5	14
Cn1cc(C(=O)N/N=C/c2cccc(O)c2)ccc1=O	3	/	-2	3	-2	-3	3	11
COC(=O)c1ccccc1NC(=O)Cc1nc(-c2ccccc2)sc1-c1ccc(C)cc1	15	/	/	-12	/	/	-15	9
CCOC(=O)CN1C(=O)S/C(=C/c2ccc3c(c2)n(C)c(=O)n3C)C1=O	/	/	/	/	-16	-39	-3	-109
O=C(c1ccccc1F)N1CC(=O)N2[C@H](C1)[C@H](c1ccc(-c3ccccc3)cc1)[C@@H]2CO	0	7	/	0	/	19	/	-1
O=S(=O)(Nc1ccc(-n2cnnn2)cc1)c1ccc(Cl)cc1	2	1	1	3	13	3	-10	-4
CCN(CC(=O)Nc1c(F)cccc1F)C(=O)C1CCN(S(=O)(=O)c2ccc(C)c(C)c2)CC1	1	2	-1	4	-8	6	-6	4
CCOc1ccc(-n2c(SCC(=O)c3c(N)n(C)c(=O)n(C)c3=O)nnc2-c2cccnc2)cc1	0	/	/	2	/	-2	0	81*
C[C@@H]1CN([C@H](C)CO)C(=O)c2cc(NS(C)(=O)=O)ccc2O[C@@H](C)CCCCO[C@H]1CN(C)S(=O)(=O)c1cccs1	0	6	-2	2	20[16.7 µM]	-17	/	19
CCCN(C)C[C@H]1OCCCC[C@@H](C)Oc2ccc(NC(=O)c3ccccc3)cc2C(=O)N([C@H](C)CO)C[C@@H]1C	1	6	3	5	3[16.7 µM]	-6	/	-13
CN(C)CCCNC1=CC(=O)CC(c2ccccc2)C1 (configuration not stated)	-9	1	/	9	/	3	1	-9
CC(=O)N1CC[C@@H]2[C@H](CO)Nc3ccc(-c4ccccc4)cc3[C@@H]21	-3	5	-11	-10	-2[16.7 µM]	-18	-10	-35
O=C(Nc1nccs1)c1cc(S(=O)(=O)N2CCOCC2)ccc1Cl	/	2	0	/	-2	/	-7	/

Limited to FN deposit inh, Cneo AK release and miR122 inh (2 entries from above):
| canonical_smiles | FN deposit inh | Cneo AK release | miR122 inh |
| --- | --- | --- | --- |
| COc1ccc(-c2ccnc(-c3ccncc3)n2)cc1 | 22 | 1 | 9 |
| Cc1noc(C)c1S(=O)(=O)Nc1ccc2c(c1)C(=O)N([C@@H](C)CO)C[C@@H](C)[C@H](CN(C)S(C)(=O)=O)OCCCC[C@@H](C)O2 | / | 0 | 10[16.7 µM] |

Following part
SMILES	Casp6 inh	PGC1a acetyl inh	Cneo AK release	EWS-Fli block	miR122 inh	LGR2 inh	FN deposit inh	PAX8 reporter
O=C(COc1ccc(S(=O)(=O)N2CCOCC2)cc1Cl)NCC1CCCO1 (configuration not stated)	/	-8	0	/	-6	10	-5	-31
CC(Cc1cccs1)NC(=O)NC1CCCCC1 (configuration not stated)	-1	/	1	-67	-2	-26	/	/
Fc1ccc(Nc2cncc(-c3ccsc3)c2)cc1Cl	22	/	-3	13	11	-1	6	52
CC(=O)SC(C)CC(=O)Nc1ccccc1 (configuration not stated)	/	8	1	/	1	/	-2	13
O=C(Nc1cc(F)ccc1F)N1CCCCN2[C@H](C1)[C@@H](c1ccc(-c3cncnc3)cc1)[C@@H]2CO	1	-2	0	/	9[16.7 µM]	-28	/	2
COc1ccc(-c2cn(CC[C@@H]3CC[C@H](NC(=O)Cc4ccccn4)[C@@H](CO)O3)nn2)cc1	3&1	13	0	-7&2	/	10&-6	-4	78*!
CCN1CCN(CC(O)COCC2COc3ccccc3O2)CC1 (configuration not stated)	-8	/	/	7	/	1	/	-4
CCOc1cc(C2NC(=O)N(C)C(C)=C2C(=O)OC)cc(Br)c1O (configuration not stated)	/	8	-2	/	1	/	-10	/
O=S(=O)(c1ccc(F)cc1)N1CCCCN2[C@@H](CO)[C@H](c3ccc(-c4cncnc4)cc3)[C@@H]2C1	5	-4	52	-1	-1[16.7 µM]	15	-2	3
COc1ccc(NC(=O)N(C)C[C@H]2OCCCC[C@@H](C)Oc3ccc(NC(=O)Nc4ccc(C(F)(F)F)cc4)cc3C(=O)N([C@H](C)CO)C[C@@H]2C)cc1	0	15	3	-3	24[16.7 µM]	-7	/	-5
CSc1nc(N)n2nc(C)cc2n1	-5	/	/	-7	/	3	8	-10
O=C(c1ccco1)N1CCN(C(=O)c2ccc(CS(=O)c3ccc(Cl)cc3)o2)CC1 (configuration not stated)	-3	6	1	-2	-1	-2	3	13
Cc1ccc(NC(=O)CCc2c(C)nn(-c3ccc(N4CCCCC4)nn3)c2C)cc1F	0	-9	-6	-94	-5	-62	5	-217
COc1ccc(-c2csc(NC(=O)CSc3nc(SC)ns3)n2)cc1	-3	-6	/	-36	7	10	10	-1
Cc1ccc(CN(Cc2cc3cccc(C)c3[nH]c2=O)C(=O)N(C)C)cc1	/	-1	-6	/	/	/	2	15
O=C(NC1CCCCC1)C(c1ccc(C(F)(F)F)cc1)n1c(=O)c(-c2cc3ccccc3[nH]2)nc2ccccc21 (configuration not stated)	0	/	/	15	/	10	3	41
CCCN(C)C[C@@H]1OCCCC[C@@H](C)Oc2ccc(NS(=O)(=O)c3c(C)noc3C)cc2C(=O)N([C@@H](C)CO)C[C@@H]1C	1	-4	0	-2	-6[16.7 µM]	-33	/	-35
C[C@H](NC(=O)c1ncn2c1C(=O)N[C@@H](C)C2)C(=O)OC(C)(C)C	-2	9	1	-20	-6	0	-5	-4
CC(C)(C)c1ccc(S(=O)(=O)NCCN2CCOCC2)cc1	-2	-4	0	-1	6	-17	1	4
CC(C)(C)OC(=O)C[C@@H]1C/C=C\C[C@@H](CC(=O)N(CCO)Cc2ccccc2)C(=O)N2CCC[C@H]2COC1=O	0	/	3	-3	/	-3	-2	-6

Reprinted from the part before: 5 entries, followed by the next part.
SMILES	Casp6 inh	PGC1a acetyl inh	Cneo AK release	EWS-Fli block	miR122 inh	LGR2 inh	FN deposit inh	PAX8 reporter
O=C(NC1CCCCC1)C(c1ccc(C(F)(F)F)cc1)n1c(=O)c(-c2cc3ccccc3[nH]2)nc2ccccc21 (configuration not stated)	0	/	/	15	/	10	3	41
CCCN(C)C[C@@H]1OCCCC[C@@H](C)Oc2ccc(NS(=O)(=O)c3c(C)noc3C)cc2C(=O)N([C@@H](C)CO)C[C@@H]1C	1	-4	0	-2	-6[16.7 µM]	-33	/	-35
C[C@H](NC(=O)c1ncn2c1C(=O)N[C@@H](C)C2)C(=O)OC(C)(C)C	-2	9	1	-20	-6	0	-5	-4
CC(C)(C)c1ccc(S(=O)(=O)NCCN2CCOCC2)cc1	-2	-4	0	-1	6	-17	1	4
CC(C)(C)OC(=O)C[C@@H]1C/C=C\C[C@@H](CC(=O)N(CCO)Cc2ccccc2)C(=O)N2CCC[C@H]2COC1=O	0	/	3	-3	/	-3	-2	-6
CCC(=O)N(C)C[C@@H]1Oc2cc(-c3ccc(OC)cc3)ccc2S(=O)(=O)N([C@@H](C)CO)C[C@H]1C	3	-15	3	-1	4[16.7 µM]	4	9	-19
COc1ccc(NC(=O)[C@@H]2CC=C[C@@H]3CCN(Cc4ccccc4)C(=O)[C@@H]32)cc1	0	/	0	0	5	16	-1	2
Cc1ccc(NC(=O)c2sc3ncn(CC(=O)N4CCN(c5ccccn5)CC4)c(=O)c3c2C)cc1Cl	1	1	2	-4	-8	4	-6	18
COc1ccc(NC(=O)c2cc(S(=O)(=O)N3CCOCC3)cn2C)c(OC)c1	-2	2	0	-2	-4	2	12	22
Cc1cccn2c(=O)c(C(=O)NC3CC(C)CC(C)(C)C3)c(O)nc12 (configuration not stated)	3	-18	3	3	/	15	-4	0
O=C(NCCO)c1cccc(Cl)c1	/	-3	-2	/	1	/	9	/
COc1cc(C(=O)NNC(=O)c2cccn2C)cc(OC)c1OC	13	8	0	-7	-7	-2	-8	4
Cc1nn(C)c(C)c1NS(=O)(=O)c1cccc(Br)c1	-5	/	0	2	-2	18	-3	-8
O=C(Nc1ccccc1F)N1C[C@H]2[C@@H](c3ccccc31)[C@H](CO)N2C(=O)c1ccccc1F	1	-7	2	-39	0[16.7 µM]	-6	/	-46
COc1ccc(S(=O)(=O)N2CCC(C(=O)NCCC(=O)Nc3cccc(OC)c3)CC2)cc1	-2	2	-1	3	-6	-11	-6	2
CCOC(=O)N1CCN(S(=O)(=O)c2cc(OCC(=O)NC3CCCCC3)c(C)cc2Cl)CC1	/	-12	1	/	-25	/	-31	/
CCc1sc(C(=O)Nc2cccnc2)cc1Br	5	/	-5	-56	/	-41	/	-51
O=C(COC(=O)c1cccc(Cl)c1)Nc1ccc2[nH]c(=O)[nH]c2c1	0	/	/	-5	/	14	4	-3
Cc1cc(NC(=O)NC(=O)c2ccccc2NC(=O)CN(C)C)ccc1Oc1ncc(Br)cn1	-2	-3	/	58*	14	-2	/	26
O=C(C[C@@H]1CC[C@@H]2[C@H](COC[C@@H](O)CN2CC2CCOCC2)O1)NCC1CC1	1	6	0	-2	-6[16.7 µM]	-31	-3	-12
CCOC(=O)N1CCN(c2c(N3CCN(c4ccccc4OC)CC3)c(=O)c2=O)CC1	0	3	-2	-3	-8	3	10	6
CCC(=O)Nc1ccc2c(c1)C(=O)N(C)[C@H]1CC[C@H](CC(=O)NCCc3ccncc3)O[C@H]1CO2	/	5	/	-10	1[16.7 µM]	-2	0	-5
COCc1ccc(CN2CCC(n3nccc3NC(=O)CCOc3ccccc3)CC2)o1	3	5	0	11	-5	3	2	5
O=C(Nc1ccccc1)N1CC(=O)N2[C@@H](CO)[C@H](c3ccc(C#CC4CC4)cc3)[C@@H]2C1	1	14	/	-1	/	7	-5	18

Screening results deposited in PubChem by Broad Institute.

No enrichment for hits; any-hit rate near 2.5%.
